Assay outcomes as filed in PubChem.
HCV inh – qHTS Assay for Inhibitors of Hepatitis C Virus (HCV); Potency, µM (titrated, usually from 41.8 µM), for the others: at the highest dose activity change, negative = inhibition, actives largely listed as inhibitors; 340,000 compounds, 3.4% hits; AID 651820, 2012; Huh7.5.1 HCVcc-Cre infection, luciferase reporter, 44 h; further: potency means the concentration at half of the fitted maximal effect
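Cells seeded at 1,000/well and cultured 4 h, then compounds added followed by HCVcc-Cre virus (~0.5 moi). After 44 h further culture, luciferase substrate was added, plates held 15 min at room temperature, and luminescence read for 15 sec.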
HCMV antiviral – qHTS Assay for inhibitors of the human cytomegalovirus (HCMV); HFF cells, HCMV-luciferase reporter, 72 h; active compounds read low; activity change, negative = inhibition, % at 57.5 µM; 410,000 compounds, 4.5% hits; in the data active means activity change below about -60%; inconclusive means no clear call, values can overlap the other calls; inactive means above about -39%
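Two-dose cell screen: HFF monolayers treated with compounds and infected with luciferase-expressing HCMV at 1 PFU/cell, 72 h at 37C, then lysed for luciferase measurement.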
Tb PYK inh – qHTS of Trypanosoma Brucei Inhibitors. pyruvate kinase (Trypanosoma brucei), Q57TT1. TbPYK enzyme, Kinase-Glo Plus ATP luminescence, 45 min. Potency, µM (titrated, usually from 76.8 µM), without a hit: at the top dose activity, negative = inhibition, actives largely listed as inhibitors. 410,000 compounds, 0.12% hits. AID 624173, 2012; further: potency means the concentration at half of the fitted maximal effect; nearly all actives have a fitted effect of over 50% in size
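Screened from lowest to highest concentration, compounds were pinned into TbPYK/substrate mixtures, and ADP (130 uM final) was added. Plates sat at room temperature for 45 min prior to Kinase-Glo Plus detection by luminescence.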
AMA1 RON2 block – qHTS for Inhibitors of AMA1-RON; Towards Development of Antimalarial Drug Lead: Primary Screen; Plasmodium falciparum AMA1 (3D7) - RON2 peptide interaction; AID 720542, 2013; Potency, µM (doses to about 58.2 µM), without a hit: at the top dose activity change, negative = inhibition, usual class: inhibitors; 360,000 compounds, 0.2% hits; AlphaScreen AMA1-biotinylated RON2 peptide binding;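 further: potency means the concentration at half of the fitted maximal effect; 0% = vehicle wells and -100% = peptide control; nearly all actives have a fitted effect of over 45% in size; some results filed as inactive show a strong effect at the top dose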
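AMA1 (3D7) with his tag at 25 nM final met compounds first, then biotinylated RON2 peptide at 25 nM; detection used donor plus acceptor beads, 10 µg/mL apiece, read by AlphaScreen after 30 min at room temperature.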
LmPK inh – qHTS Assay for Inhibitors of Leishmania Mexicana Pyruvate Kinase (LmPK); Q27686; purified LmPK, Kinase-Glo ATP luminescence, 1 h; Potency, µM (highest dose often 57.5 µM), for the others: at the highest dose activity change, negative = inhibition, usual class: inhibitors; 290,000 compounds, 0.37% hits; AID 1721, 2009; further: potency means the concentration at half of the fitted maximal effect
Target sequence (Q27686 whole entry, looked up): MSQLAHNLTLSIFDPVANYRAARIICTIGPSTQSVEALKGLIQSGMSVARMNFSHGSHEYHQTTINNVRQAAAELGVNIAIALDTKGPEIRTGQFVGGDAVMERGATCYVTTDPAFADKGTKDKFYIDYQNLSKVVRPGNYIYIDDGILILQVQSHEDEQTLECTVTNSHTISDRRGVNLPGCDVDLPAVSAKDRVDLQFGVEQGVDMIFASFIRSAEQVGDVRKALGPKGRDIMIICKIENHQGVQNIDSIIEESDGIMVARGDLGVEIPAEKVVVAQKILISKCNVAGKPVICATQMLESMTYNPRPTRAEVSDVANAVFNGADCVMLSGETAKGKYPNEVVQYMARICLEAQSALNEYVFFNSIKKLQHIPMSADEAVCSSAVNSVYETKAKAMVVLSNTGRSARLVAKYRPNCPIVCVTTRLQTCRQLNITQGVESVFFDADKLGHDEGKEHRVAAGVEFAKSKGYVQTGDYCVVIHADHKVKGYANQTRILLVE
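Pyruvate kinase activity monitored as ATP production (luciferase luminescence). Conditions: 0.1 nM enzyme, 0.5 mM PEP, 0.1 mM ADP, 1 h, RT; normalized against uninhibited and no-enzyme wells.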
AmpC inh no detg – qHTS Inhibitors of AmpC Beta-Lactamase (assay without detergent); AmpC nitrocefin hydrolysis, absorbance 480 nm, 0.0001% Triton; P00811; Potency, µM (series often up to 57.1 µM), inactives show top-dose activity change, negative = inhibition, actives largely listed as inhibitors; 330,000 compounds, 0.52% hits;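 further: potency means the concentration at half of the fitted maximal effect; plate controls were no compound for no effect and no enzyme for full effect; nearly all actives have a fitted effect of over 20% in size; some results filed as inactive show a strong effect at the top dose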
Target sequence (P00811 whole entry, looked up): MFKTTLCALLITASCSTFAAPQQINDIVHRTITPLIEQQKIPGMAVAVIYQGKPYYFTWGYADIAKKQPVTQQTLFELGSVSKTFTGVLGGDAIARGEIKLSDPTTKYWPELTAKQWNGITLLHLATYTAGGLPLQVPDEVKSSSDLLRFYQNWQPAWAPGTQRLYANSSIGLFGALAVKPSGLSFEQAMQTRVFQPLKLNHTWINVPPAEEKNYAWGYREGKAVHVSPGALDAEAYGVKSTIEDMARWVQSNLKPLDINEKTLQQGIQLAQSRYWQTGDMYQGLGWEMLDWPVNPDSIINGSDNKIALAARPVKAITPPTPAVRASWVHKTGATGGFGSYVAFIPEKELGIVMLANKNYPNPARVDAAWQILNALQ
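AmpC (5.3 nM in the dispensed reagent) in 20 mM phosphate pH 7.0 with 0.01% (detergent screen) or 0.0001% Triton X-100 was preincubated with compounds for 15 min at room temperature. Nitrocefin was then added from an 800 uM solution, and hydrolysis was followed at 480 nm.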
AmpC detergent – qHTS Inhibitors of AmpC Beta-Lactamase (assay with detergent). AmpC hydrolysis of nitrocefin, absorbance 480 nm, 0.01% Triton. Potency, µM (doses to about 114 µM), inactives show top-dose activity change, negative = inhibition, usual class: inhibitors. 370,000 compounds, 0.041% hits. AID 485294, 2010;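 further: potency means the concentration at half of the fitted maximal effect; 0% = no-compound wells and -100% = no-enzyme wells; nearly all actives have a fitted effect of over 25% in size; some results filed as inactive show a strong effect at the top dose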
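AmpC (5.3 nM in the dispensed reagent) in 20 mM phosphate pH 7.0 with 0.01% (detergent screen) or 0.0001% Triton X-100 was preincubated with compounds for 15 min at room temperature. Nitrocefin was then added from an 800 uM solution, and hydrolysis was followed at 480 nm.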
* hit, by the source's call; ? = inconclusive; . = not tested or not shown; & = joins results of further samples; [ ] = dose if it differs, or a comment. Unless noted, the call rests on the fitted dose curve; in most records, active means well fitted curve in the direction sought with a large enough effect; inconclusive means small, poorly fitted or top-dose-only effect, or another doubt; inactive means no such curve, though single readings can be large; an effect the other way counts as inactive or inconclusive. Unless noted, on the % scale 0 is the no-effect control and ±100 the full control effect.

canonical_smiles	AmpC inh no detg	AMA1 RON2 block	HCMV antiviral	AmpC detergent	HCV inh	LmPK inh	Tb PYK inh
CCCCOc1ccc(C(=O)N(Cc2ccco2)C2CCS(=O)(=O)C2)cc1 (stereo unspecified)	60%[activator]	-7%	.	-9%	-11%	8%	-3%
c1cnn(-c2cc(N3CCOCC3)ncn2)c1	-4%	42%[activator]	25	?	-24%	-4%	-8%
COC1=CC(=O)C=C(OC)C1=O	.	11%	52	.	-94%	.	?
CNc1nc(N/N=C/c2ccc([N+](=O)[O-])cc2)nc(Nc2ccccc2)n1	-34%	0%	-36	?	?	6%	-25%
CC(=O)N1c2ccc(S(=O)(=O)NCCC(=O)Nc3cccc(Cl)c3)cc2CC1C (stereo unspecified)	-6%	4%	-38	3%	-22%	0%	1%
O=C1C2CCCN2C(=S)N1c1cc(Cl)ccc1Cl (stereo unspecified)	-14%	-14%	-34	-4%	-3%	.	5%
COc1ccccc1NC(=S)NCc1ccccc1	-19%	-8%	3	-10%	-14%	1%	-5%
CC(C)Cn1c(=O)c2ccccc2n2c(CCC(=O)NCc3ccccc3Cl)nnc12	.	.	30	23%	.	.	1%

Part of the list above in order of SMILES length, high to low.
canonical_smiles	AmpC inh no detg	AMA1 RON2 block	HCMV antiviral	AmpC detergent	HCV inh	LmPK inh	Tb PYK inh
O=C1C2CCCN2C(=S)N1c1cc(Cl)ccc1Cl (stereo unspecified)	-14%	-14%	-34	-4%	-3%	.	5%
c1cnn(-c2cc(N3CCOCC3)ncn2)c1	-4%	42%[activator]	25	?	-24%	-4%	-8%
COc1ccccc1NC(=S)NCc1ccccc1	-19%	-8%	3	-10%	-14%	1%	-5%

New compounds follow:
canonical_smiles	AmpC inh no detg	AMA1 RON2 block	HCMV antiviral	AmpC detergent	HCV inh	LmPK inh	Tb PYK inh
CCn1cc(C(=S)N2CCC(C(N)=O)CC2)c2ccccc21	-10%	-5%	22	?	-14%	-2%	0%
O=S(=O)(c1cc(F)ccc1F)N1CCC2(CC1)OCCN2S(=O)(=O)c1cccs1	-34%	-1%	-35	-11%	14%	.	-5%
CCOC(=O)C1=NN(C(=O)Cc2ccccc2)C(O)(C(C)(C)C)C1 (stereo unspecified)	179%[activator]	51%[activator]	-21	-6%	13%	1%	0%
O=C(CN1CCN(S(=O)(=O)c2ccc(Cl)cc2)CC1)Nc1ccc(N2CCOCC2)cc1	114%[activator]	-13%	-34	-4%	5%	1%	4%
COc1ccc(OCc2nnc(NC(=O)Nc3ccc(F)cc3)s2)cc1	-25%	6%	8	3%	17%	6%	7%
CCCCCN(C(=O)CCC(=O)OC(C)C(=O)NCc1ccccc1)c1c(N)n(CCCC)c(=O)[nH]c1=O (stereo unspecified)	189%[activator]	-3%	-12	-15%	?	.	-3%
CCOc1cc2c(C#N)c(N3CCOCC3)nc(N)c2c(N)n1	-28%	19%	88	-14%	-10%	-1%	-10%
O=c1[nH]nc(Br)c(=O)n1C(c1ccccc1)c1ccccc1	.	-2%	-13	.	19%	.	-14%
CCCSc1nnc2[nH]c(=O)cc(C)n12	.	.	26	1%	.	.	-3%
CC1CN(C(=O)C(C)N2C(=O)c3ccccc3C2=O)CC(C)O1 (stereo unspecified)	-5%	-15%	-27	-12%	-3%	0%	-1%
Cc1cc(Br)ccc1NC(=O)c1sc2ncn(CC(=O)N3CCN(c4ccccn4)CC3)c(=O)c2c1C	133%[activator]	-7%	-19	?	9%	11%	1%
COCCNC(=O)Nc1ccc2nc(-c3ccco3)c(-c3ccco3)nc2c1	12%	7.1µM*	-14	-7%	?	-11%	?
O=C(COc1ccccc1[N+](=O)[O-])N(Cc1ccco1)c1ccccn1	.	.	49	23%	.	.	-6%
Cc1cc(C)c2c(n1)SCC(=O)N2CC(=O)Nc1ccccc1Cl	-3%	-1%	20	-2%	6%	-4%	-3%
C/C(=N\NC(=O)CSc1nc2ccccc2[nH]1)c1ccncc1	-25%	8%	-2	9%	-20%	0%	0%
O=c1[nH]c(CN2CCN(c3ncccn3)CC2)nc2c(Br)cc(Br)cc12	4%	34%[activator]	-26	?	-16%	0%	-1%
CC(=O)/C=C/n1c(=S)oc2ccccc21	-4%	8%	-100*	-9%	4.5µM*	-17%	-1%
CCO/C(C)=N/n1c2nc3ccccc3nc2c2c(=O)n(C3CCCC3)c(C)nc21	-18%	-3%	-35	3%	0%	3%	-22%
CCOc1ccc(/C=C/C(=O)Nc2cccc(C(C)=O)c2)cc1	-24%	1%	39	1%	13µM*	1%	-3%
CCC(=O)Nc1nnc(SCC(=O)NCC2CCCO2)s1 (stereo unspecified)	.	5%	9	.	3.5µM*	.	-3%
Cc1ccc(C)c(S(=O)(=O)c2cn(Cc3ccccc3)c3cc(N4CCCC4)c(F)cc3c2=O)c1	.	.	19	8%	.	.	-1%
CC1(C)Cc2cccc(OCC(=O)OCC(=O)Nc3ccc(S(N)(=O)=O)cc3)c2O1	.	11%	46	.	.	.	-10%
COc1ccc(C2CC(c3ccccc3)=NN2C(=O)CCC(=O)O)cc1 (stereo unspecified)	-19%	-29%	-14	-8%	14%	2%	3%
COc1ccc(CCNC(=O)c2c(N)n(CCN3CCOCC3)c3nc4ccccc4nc23)cc1	94%[activator]	9%	-5	?	6%&18%	0%	1%
CCC(=O)OCC(=O)Nc1ccc(OC)cc1[N+](=O)[O-]	0%[2.29 µM]	-7%	-2	-1%	0%	2%	-4%
Cc1cc(O)c(C(=O)c2ccccc2C(=O)O)cc1C	-20%	1%	54	-1%	12%	0%	0%
COc1cccc(NC(=O)CSc2nccn2C2CCCC2)c1	.	.	-19	-6%	.	.	-2%
CCC(=O)C1CCCN(C(=O)CCc2nnc(C3(c4ccc(Cl)cc4)CCC3)o2)C1 (stereo unspecified)	184%[activator]	-17%	38	1%	-11%	-1%	5%
COc1cccc(C2(O)CCN(C(=O)C(C)C)CC2)c1	1%	-5%	-17	-11%	5%	2%	1%
Cc1ccc(O)c(-c2cc(-c3ccccc3[N+](=O)[O-])[nH]n2)c1	-22%	46%[activator]	-3	-14%	-23%	1%	4%
CCSc1nnc2nc(C)cc(C)n12	-6%	11%	55	-5%	6%	-1%	1%
Cc1c(C(=O)N2CCN(c3ccc(F)cc3)CC2)sc2ncnc(N3CCN(c4ccccn4)CC3)c12	61%[activator]	?	-81*	-2%	?	9%	-5%
Cc1cccc(N2CCN(CC(=O)N(C3CCCC3)C3CCS(=O)(=O)C3)CC2)c1C (stereo unspecified)	142%[activator]	2%	-2	5%	14%	.	-6%
COc1cc(OC)c(C2=NOC(C(=O)Nc3c(C)nn(CC(=O)N4CCCC4)c3C)C2)cc1Cl (stereo unspecified)	81%[activator]	14%	3	-8%	-10%	2%	0%
Brc1cccc(OCCCNC2CCCC2)c1	-4%	-7%	21	-4%	6%	1%	0%
O=C(CNC(=O)c1ccccc1Br)N/N=C/c1cccs1	-11%	6%	52	?	12%	1%	-7%
O=c1[nH]nc(CNc2ccc(Cl)cc2Cl)c2ccccc12	-32%	11%	-22	-2%	-11%	-4%	0%
CSCCC(NC(=O)c1ccco1)C(=O)NC1CCC(C)CC1 (stereo unspecified)	-3%	-4%	14	.	-5%	.	6%
CC(C)(C)c1csc(N/N=C/c2cccnc2)n1	24%	-6%	36	?	?	3%	1%
COc1ccccc1CNC(=O)c1cccc(S(=O)(=O)N2CCN(c3ccc(F)cc3)CC2)c1	-12%	-7%	-21	-19%	11µM*	.	0%
Cc1ccc2cc(C#N)c(N3CCN(C(=O)c4ccccc4)CC3)nc2c1	47%	-3%	?	4%	?	0%	-2%
CC(=O)c1cc(CN2C(=O)c3ccccc3C2=O)cs1	-8%	-24%	-16	-11%	12%	11%	2%
O=C(NNC(=O)c1ccccc1Br)c1ccc(SCC2CCCO2)c([N+](=O)[O-])c1 (stereo unspecified)	-20%	21%	8	?	?	2%	-4%
C1CCN(c2nc(N3CCCC3)nc(N3CCNCC3)n2)C1	-1%	.	.	-13%	.	0%	.
COc1ccc(-n2c(CNc3ccc(C)cc3)nnc2SCc2ccccc2)cc1	27%	-30%	33	4%	-6%	6%	-16%
CC(C)CN1C(=O)C(=O)N(CC(=O)N(C)CC(=O)Nc2ccc(F)cc2)C1=O	-22%	-1%[11.6 µM]	53	7%	10%	.	3%
CCOP(=S)(OCC)SCSP(=S)(OCC)OCC	.	78%[activator]	-17	.	30%	.	-16%
COc1ccc(Cn2ccc3nc(C)c(C(=O)Nc4ccc(OC)cc4OC)cc3c2=O)cc1	.	.	9	15%	.	.	3%
CC1(c2ccccc2Br)NC(=O)N(CC(=O)N2CCc3ccccc3C2)C1=O (stereo unspecified)	10%	3%	-22	.	-2%	.	-1%
c1ccc(-c2ccccc2OCCOCCN2CCc3ccccc3C2)cc1	147%[activator]	-9%	-1	4%	?	6%	-3%
O=C(Cc1c2ccccc2nc2ccccc12)c1ccccc1	-37%	3%	11	-15%	-19%	0%	-11%
Cc1cccc(Nc2nc(C)cc(C)c2C#N)c1	-23%	0%	26	?	8%	-2%	-15%
CCOC(=O)CC(=O)CSc1nc(C)cc(C)c1C#N	-10%	18%	0	-2%	5%	-2%	5%
CCCCOCCCNC(=O)N[C@@H](CC(C)C)C(=O)O	-1%	0%	-36	0%	6%	-1%	-7%
C[C@@]1(CO)[C@H](O)CC[C@@]2(C)[C@H]1CC[C@H]1C[C@@H]3C[C@@]12CC[C@]3(O)CO	38%	.	.	-2%	-20%[8.37 µM]	1%	.
Cn1nnnc1SCC(=O)Nc1nn(-c2ccccc2)nc1C(N)=O	-11%	12%	16	3%	3%	-3%	3%
COc1cccc(CN2CCCN(S(=O)(=O)c3ccc(Br)cc3)CC2)c1	3%	0%	.	-7%	?	4%	-13%

Copied from the list:
Entry of C[C@@]1(CO)[C@H](O)CC[C@@]2(C)[C@H]1CC[C@H]1C[C@@H]3C[C@@]12CC[C@]3(O)CO under HCV inh: -20%[8.37 µM]
Entry of Cc1cccc(Nc2nc(C)cc(C)c2C#N)c1 under Tb PYK inh: -15%
Entry of CCOC(=O)CC(=O)CSc1nc(C)cc(C)c1C#N under AMA1 RON2 block: 18%
Entry of c1ccc(-c2ccccc2OCCOCCN2CCc3ccccc3C2)cc1 under LmPK inh: 6%
